TDP1 block: qHTS Assay for Inhibitors of Tyrosyl-DNA Phosphodiesterase (TDP1) | Tyrosyl-DNA phosphodiesterase 1 (Homo sapiens), Q9NUW8 | recombinant TDP1, AlphaScreen DNA substrate cleavage | Potency, µM (highest dose often 130 µM), without a hit: top-dose activity change, negative = inhibition, usual class: inhibitors | 350,000 compounds, 0.28% hits | AID 485290, 2010; also: nearly all actives have a fitted effect of over 40% in size
Target sequence (Q9NUW8 whole entry, looked up): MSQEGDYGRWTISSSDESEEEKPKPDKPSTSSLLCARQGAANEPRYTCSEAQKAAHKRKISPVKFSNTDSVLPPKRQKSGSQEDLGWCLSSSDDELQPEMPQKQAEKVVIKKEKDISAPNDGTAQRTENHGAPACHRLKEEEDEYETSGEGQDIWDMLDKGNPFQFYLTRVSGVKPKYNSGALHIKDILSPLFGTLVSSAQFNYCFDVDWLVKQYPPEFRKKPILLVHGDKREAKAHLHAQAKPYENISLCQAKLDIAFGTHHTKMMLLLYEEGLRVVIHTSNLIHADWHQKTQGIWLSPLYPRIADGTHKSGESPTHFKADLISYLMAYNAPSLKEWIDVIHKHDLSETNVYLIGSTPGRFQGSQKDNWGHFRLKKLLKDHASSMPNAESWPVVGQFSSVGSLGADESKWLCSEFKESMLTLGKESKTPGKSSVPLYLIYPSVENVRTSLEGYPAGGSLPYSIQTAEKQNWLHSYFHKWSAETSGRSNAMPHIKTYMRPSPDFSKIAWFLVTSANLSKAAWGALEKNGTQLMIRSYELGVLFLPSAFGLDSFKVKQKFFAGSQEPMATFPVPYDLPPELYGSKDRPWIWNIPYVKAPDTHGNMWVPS
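Signal: AlphaScreen proximity between streptavidin donor and anti-FITC acceptor beads on intact substrate. Reaction: Tdp1 1 nM, substrate 15 nM final, 5 min RT after 15 min compound preincubation.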
TDP1 cell noCPT: qHTS for Inhibitors of human tyrosyl-DNA phosphodiesterase 1 (TDP1): qHTS in cells in absence of CPT; AID 686978, 2013; Potency, µM (top dose mostly 46.2 µM), for the others: at the highest dose activity change, negative = growth inhibition, actives largely listed as inhibitors; 420,000 compounds, 15% hits; DT40 Tdp1-/- hTDP1 cells, no CPT, ATP luminescence, 48 h; also: nearly all actives have a fitted effect of over 55% in size
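Readout: luminescence from CellTiter-Glo after 30 min in the dark at RT. Cells: DT40 Tdp1-/- with stable hTDP1, 400/well. Exposure: compounds alone, ≥48 hr, 37 °C.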
KAT2A inh: qHTS Assay for Inhibitors of GCN5L2; Histone acetyltransferase KAT2A (Homo sapiens), Q92830; GCN5L2 HAT assay, ThioGlo1 CoA-SH fluorescence; Potency, µM (highest dose often 58.9 µM), inactives show top-dose activity change, negative = inhibition, hits mostly inhibitors; 390,000 compounds, 0.21% hits; AID 504327, 2011
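Titration-based screen in which CoA formation is detected via maleimide probe ThioGlo1 (50uM) turning fluorescent on thiol reaction; substrates H3(1-25) 75uM and acetyl-CoA 70uM, GCN5L2 20nM, 20 min incubation at room temperature.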
* marks the source's active call; other numbers are inactive results; [ ] = dose if it differs, or a comment. Calls follow the shape of the dose curve; as a rule, active = well fitted curve in the direction sought with a large enough effect; inconclusive = small, poorly fitted or top-dose-only effect, or another doubt; inactive = no such curve, though single readings can be large; an effect the other way counts as inactive or inconclusive. % is scaled to controls: 0 for no effect and ±100 for the full control effect; potency is read from the fitted curve at half-maximal effect. This is a subset. The share of hits here may be higher or lower than overall.

Results for CCOc1ccc(-c2nn3c(-c4cc(-c5ccccc5)n[nH]4)nnc3s2)cc1 ?
TDP1 block: 0%; TDP1 cell noCPT: 14µM*

What do the screens show for `COc1ccc(OC)c(S(=O)(=O)n2ccc(C)n2)c1`?
TDP1 cell noCPT: inconclusive; KAT2A inh: -11%

What do the screens show for `O=C(CSc1nc2[nH]ncc2c(=O)[nH]1)Nc1nccs1`?
TDP1 block: 8%; KAT2A inh: -5%

How did CC/C(=N\NC(=O)Nc1ccccc1)c1ccccc1 do in these assays?
TDP1 block: 3%; TDP1 cell noCPT: -12%; KAT2A inh: -8%

What do the screens show for `CCN(Cc1ccccc1)C(=O)CN1C(=O)NC(CC)(c2ccc(F)cc2)C1=O` (stereo unspecified)?
TDP1 block: 8%; TDP1 cell noCPT: inconclusive; KAT2A inh: -20%

Results for CCC(=O)Oc1ccc(C(=O)Nc2ccc3c(c2)C(=O)N(C2CCCCC2)C3=O)cc1 ?
TDP1 block: 1%; TDP1 cell noCPT: 15µM*; KAT2A inh: -2%

What do the screens show for `Cn1c2c(c3ccccc31)CC/C2=N\O`?
TDP1 block: 7%; TDP1 cell noCPT: -8%; KAT2A inh: -1%

How did CCCCCCC(=O)N/N=C1\CCCc2ccccc21 do in these assays?
TDP1 block: 3%; TDP1 cell noCPT: -14%; KAT2A inh: 3%

How did CCS(=O)(=O)N1CCN(C2CCC(c3ccccc3)CC2)CC1 (stereo unspecified) do in these assays?
TDP1 block: -7%; KAT2A inh: 0%

What do the screens show for `O=C(Oc1c(CN2CCOCC2)cc(Cl)c2cccnc12)c1cccs1`?
TDP1 block: 8%; TDP1 cell noCPT: 4.6µM*; KAT2A inh: -2%

How did O=C(CCl)Nc1ccccc1Sc1ccccc1 do in these assays?
TDP1 block: -2%; TDP1 cell noCPT: inconclusive; KAT2A inh: -1%

How did COc1cccc(NC(=O)CC(=O)c2ccccc2)c1 do in these assays?
TDP1 cell noCPT: -15%; KAT2A inh: -8%

Results for CCCC(c1nnnn1C(C)(C)C)N1CCN(c2ccccc2)CC1 (stereo unspecified) ?
TDP1 block: -1%; TDP1 cell noCPT: inconclusive; KAT2A inh: -1%

How did CCN(CC)S(=O)(=O)c1ccc(C(=O)Nc2ccc(OCC(=O)N3CCOCC3)cc2)cc1 do in these assays?
TDP1 block: 2%; TDP1 cell noCPT: -18%; KAT2A inh: 1%

How did COC(=O)c1ccc(NC(=O)c2cc3sccc3n2C)cc1 do in these assays?
TDP1 block: 4%; TDP1 cell noCPT: inconclusive; KAT2A inh: -17%

Results for CCc1ccc(CNC(=O)Cn2nc(C)c3nn(-c4ccc(Cl)cc4)c(C)c3c2=O)cc1 ?
TDP1 block: 3%; TDP1 cell noCPT: inconclusive; KAT2A inh: -10%

What do the screens show for `COc1ccc(OCc2cc(C(=O)N3CCCCCC3)no2)c(Cl)c1`?
TDP1 block: -4%; TDP1 cell noCPT: -29%; KAT2A inh: -13%

Results for COc1ccc2[nH]c(=O)c(CN(C(=O)c3ccco3)C(C)C)cc2c1 ?
TDP1 block: 9%; TDP1 cell noCPT: -11%; KAT2A inh: 18%

How did COc1ccc2[nH]c3c(c2c1)CCN1C(=O)C(CC(=O)NCCCn2ccnc2)C[C@H](C(=O)N2CCOCC2)[C@@]31CCC1CCCC1 (stereo partly specified) do in these assays?
TDP1 block: 0%[56.1 µM]; TDP1 cell noCPT: -4%; KAT2A inh: 4%

How did COc1ccc(C2C=C(c3ccc(Cl)cc3)Nc3nc(NC(C)=O)nn32)cc1 (stereo unspecified) do in these assays?
TDP1 block: 8%; KAT2A inh: inconclusive

Results for Cc1cc(NC(=O)CSc2nc(C(C)C)nc3sc4c(c23)CCC(C)C4)no1 (stereo unspecified) ?
TDP1 block: 4%; TDP1 cell noCPT: 23µM*; KAT2A inh: -9%

How did CCOc1cccc(C(=O)Nc2ccccc2N2CCN(C(=O)C(C)C)CC2)c1 do in these assays?
TDP1 block: 4%; TDP1 cell noCPT: inconclusive; KAT2A inh: -4%

What do the screens show for `CCNc1ncc2nc(C)c(=O)n(Cc3ccc(F)cc3)c2n1`?
TDP1 cell noCPT: -5%; KAT2A inh: -6%

How did COc1ccc(OC(=O)c2cccnc2)cc1 do in these assays?
TDP1 block: -2%; TDP1 cell noCPT: -21%; KAT2A inh: -1%

What do the screens show for `COc1cc(CC(=O)Nc2nc(-c3ccccc3)c(C(C)=O)s2)cc(OC)c1OC`?
TDP1 block: 7%; TDP1 cell noCPT: inconclusive; KAT2A inh: -5%

How did Cc1ccc(-n2nc(C(=O)Nc3ccc(F)cc3Cl)c(=O)n(C)c2=O)cc1 do in these assays?
TDP1 block: 8%; TDP1 cell noCPT: -12%; KAT2A inh: -1%

What do the screens show for `O=S(=O)(NCc1nc2cccnc2n1Cc1ccccc1Cl)c1ccc(F)c(Cl)c1`?
TDP1 block: 5%; TDP1 cell noCPT: inconclusive; KAT2A inh: -3%

How did O=C(O)C1CCN(C(=O)c2ccco2)CC1 do in these assays?
TDP1 block: 2%; TDP1 cell noCPT: -10%; KAT2A inh: -2%

What do the screens show for `CSc1cccc(NC(=O)C2CCN(S(=O)(=O)c3ccc4c(c3)NC(=O)CO4)CC2)c1`?
TDP1 block: 5%; TDP1 cell noCPT: inconclusive; KAT2A inh: -5%

Results for O=S1(=O)c2ccccc2Nc2ccccc21 ?
TDP1 cell noCPT: -24%; KAT2A inh: 3%

How did CCCCc1nnc(NC(=O)c2oc3ccc(OC)cc3c2C)s1 do in these assays?
TDP1 block: 1%; TDP1 cell noCPT: inconclusive; KAT2A inh: -1%

Results for C=C1SC(=Nc2ccccc2Cl)N(C(=O)c2sc3ccccc3c2Cl)C1(C)C ?
TDP1 block: -4%; TDP1 cell noCPT: inconclusive; KAT2A inh: -5%

How did N=c1n(CCO)c2ccccc2n1CCOc1ccc(Cl)cc1Cl do in these assays?
TDP1 block: 6%; TDP1 cell noCPT: 5.8µM*; KAT2A inh: 0%

Results for O=C(NNc1ncnc2c1cnn2-c1ccc(F)cc1)c1cccs1 ?
TDP1 block: 1%; TDP1 cell noCPT: inconclusive; KAT2A inh: -3%

What do the screens show for `COc1ccc(S(=O)(=O)Nc2cccc(F)c2C)cc1C(=O)N1CCOCC1`?
TDP1 block: 3%; TDP1 cell noCPT: -4%; KAT2A inh: -8%

What do the screens show for `O=C(CCCCCN1C(=O)c2cccc3cccc(c23)C1=O)NCc1cccnc1`?
TDP1 block: 5%; TDP1 cell noCPT: inconclusive; KAT2A inh: -6%

Results for CCOc1nc(-c2ccccc2O)nc2ccccc12 ?
TDP1 block: 3%; TDP1 cell noCPT: -18%; KAT2A inh: -2%

Results for O=C(NCCCn1ccnc1)C(=O)NCC(c1ccco1)N1CCN(c2ccc(F)cc2)CC1 (stereo unspecified) ?
TDP1 block: -1%; TDP1 cell noCPT: -1%; KAT2A inh: -4%

Results for Cc1ccccc1NC(=O)Cn1c(=O)n(CCC(=O)N2CCc3ccccc3C2)c(=O)c2ccccc21 ?
TDP1 block: 6%; TDP1 cell noCPT: 15µM*; KAT2A inh: -4%

Results for COc1ccc2sc(-c3ccc(SC)cc3)c(-c3ccc(O)cc3)c2c1 ?
TDP1 block: 1%; TDP1 cell noCPT: inconclusive; KAT2A inh: -2%

What do the screens show for `Cc1cccc(NC(=O)C(=O)NNC(=O)c2ccc(C(C)(C)C)cc2)c1`?
TDP1 cell noCPT: inconclusive; KAT2A inh: 0%

How did Cn1c(=O)[nH]c(=O)c2c1nc(NCCO)n2CCOc1ccccc1 do in these assays?
TDP1 cell noCPT: -8%; KAT2A inh: 0%

How did COc1ccc(N2C(=O)CSC23C(=O)N(CC(=O)NCc2ccccc2)c2ccccc23)cc1 (stereo unspecified) do in these assays?
TDP1 block: 1%; TDP1 cell noCPT: inconclusive; KAT2A inh: 0%

How did O=C(NCCSCc1c(F)cccc1Cl)Nc1ccccc1 do in these assays?
TDP1 cell noCPT: inconclusive; KAT2A inh: -10%

How did COC(=O)c1cn(NC(=O)/C=C/c2cccc(OC)c2OC)c(=O)c2ccccc12 do in these assays?
TDP1 block: 3%; KAT2A inh: -10%

How did COc1cc2c(cc1NC(=O)c1cc(-c3ccccn3)nc3ccccc13)oc1ccccc12 do in these assays?
TDP1 block: 5%; TDP1 cell noCPT: 21µM*; KAT2A inh: -7%

How did Clc1ccc(C2=Nn3c(nnc3-c3cc(-c4ccccc4)n[nH]3)SC2)cc1 do in these assays?
TDP1 block: 0%; TDP1 cell noCPT: 18µM*; KAT2A inh: -4%

Results for N#Cc1ccc(OCc2nnc(SCC(=O)c3ccccc3)n2-c2ccccc2)cc1 ?
TDP1 block: 0%; TDP1 cell noCPT: inconclusive; KAT2A inh: -10%

What do the screens show for `CCc1ccc(NC(=O)CSc2nc(=O)n(Cc3ccccn3)c3c2CCC3)cc1`?
TDP1 block: 3%; TDP1 cell noCPT: inconclusive; KAT2A inh: 1%

What do the screens show for `Cc1nc2ccc(NC(=S)N3CCOCC3)cc2nc1C`?
TDP1 block: 3%; TDP1 cell noCPT: -5%; KAT2A inh: -9%

Taken from the listing, eight compounds:
How did COc1ccc(N2C(=O)CSC23C(=O)N(CC(=O)NCc2ccccc2)c2ccccc23)cc1 (stereo unspecified) do in these assays?
TDP1 block: 1%; TDP1 cell noCPT: inconclusive; KAT2A inh: 0%

How did O=C(NCCSCc1c(F)cccc1Cl)Nc1ccccc1 do in these assays?
TDP1 cell noCPT: inconclusive; KAT2A inh: -10%

How did COC(=O)c1cn(NC(=O)/C=C/c2cccc(OC)c2OC)c(=O)c2ccccc12 do in these assays?
TDP1 block: 3%; KAT2A inh: -10%

How did COc1cc2c(cc1NC(=O)c1cc(-c3ccccn3)nc3ccccc13)oc1ccccc12 do in these assays?
TDP1 block: 5%; TDP1 cell noCPT: 21µM*; KAT2A inh: -7%

How did Clc1ccc(C2=Nn3c(nnc3-c3cc(-c4ccccc4)n[nH]3)SC2)cc1 do in these assays?
TDP1 block: 0%; TDP1 cell noCPT: 18µM*; KAT2A inh: -4%

Results for N#Cc1ccc(OCc2nnc(SCC(=O)c3ccccc3)n2-c2ccccc2)cc1 ?
TDP1 block: 0%; TDP1 cell noCPT: inconclusive; KAT2A inh: -10%

What do the screens show for `CCc1ccc(NC(=O)CSc2nc(=O)n(Cc3ccccn3)c3c2CCC3)cc1`?
TDP1 block: 3%; TDP1 cell noCPT: inconclusive; KAT2A inh: 1%

What do the screens show for `Cc1nc2ccc(NC(=S)N3CCOCC3)cc2nc1C`?
TDP1 block: 3%; TDP1 cell noCPT: -5%; KAT2A inh: -9%

Remaining list, next part:
What do the screens show for `Cc1ccc(CNC(=O)C2CCCN(S(=O)(=O)c3ccc(-n4cnnn4)cc3)C2)cc1` (stereo unspecified)?
TDP1 cell noCPT: -15%; KAT2A inh: -4%

How did COc1cccc(-c2nc(SCC(=O)NC3CCCC3)c(-c3ccc(C)cc3)[nH]2)c1 do in these assays?
TDP1 block: 10%; TDP1 cell noCPT: inconclusive; KAT2A inh: -13%

Results for CCCCN(C)C(=O)c1ccc2c(c1)NC(=O)C(CC(C)C)N2 (stereo unspecified) ?
TDP1 block: 8%; TDP1 cell noCPT: -17%; KAT2A inh: 2%

How did CC(C)c1nnc(NC(=O)C2CCN(C(=O)c3ccco3)CC2)s1 do in these assays?
TDP1 cell noCPT: -1%; KAT2A inh: -5%

What do the screens show for `Clc1ccc(C2CC(c3cccs3)n3ncnc3N2)cc1Cl` (stereo unspecified)?
TDP1 block: 4%; TDP1 cell noCPT: -22%; KAT2A inh: -1%

What do the screens show for `S=c1[nH]nc(-c2cc(-c3ccccc3)n[nH]2)n1/N=C/c1cccs1`?
TDP1 block: 4%; TDP1 cell noCPT: -30%; KAT2A inh: 1%

What do the screens show for `Nc1c(-c2nc(-c3ccccc3)no2)nnn1CC(=O)Nc1cccc(F)c1`?
TDP1 block: 0%; TDP1 cell noCPT: inconclusive; KAT2A inh: -24%

How did Cc1ccc(N2CC(C(=O)OCC(=O)c3ccc(C)c([N+](=O)[O-])c3)CC2=O)cc1 (stereo unspecified) do in these assays?
TDP1 block: -9%[0.505 µM]; TDP1 cell noCPT: -17%; KAT2A inh: 3%

How did COc1ccc(Cl)c(Cn2c(NCCCN(C)C)nc3c2c(=O)n(C)c(=O)n3C)c1 do in these assays?
TDP1 block: 7%; TDP1 cell noCPT: -26%; KAT2A inh: -2%

Results for CCOC(=O)c1sc(NC(=O)c2nc3nc(C)cc(C(F)F)n3n2)c(C(=O)OC(C)C)c1C ?
TDP1 block: 3%; TDP1 cell noCPT: -1%; KAT2A inh: 2%

Bioassay records as filed in PubChem.
